Compound activity from PubChem.
M1 ag parental: nonselective activator or artifact in parental CHO-K1 cells. AID 602248. activation, % at 3 µM. 360,000 tested, 0.48% active. Fluo-8 calcium fluorescence; scaled to maximal ATP response, vehicle zero; in the data active = activation above about 15%;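 note: untransfected CHO-K1 host cells lacking M1 receptor as counterscreen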
CHO parental Ca: signal in parental CHO cells, OX1R antagonist counter-screen. parental CHO-K1, ATP-induced calcium, Fluo-8 fluorescence. inhibition, % at 5.6 µM. 330,000 tested, 0.63% active. AID 463079;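 active = inhibition above that plate's mean sample inhibition plus 3 SD, cut at about 26% in these data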;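 note: 0% = ATP-challenged DMSO wells and 100% = DMSO wells without ATP; some compounds past the cut are filed as inactive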
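test system = CHO parental line | reagent = ATP stimulus | measured by = intracellular calcium via Fluo-8 no-wash fluorescent dye | control set = ATP and no-ATP DMSO wells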
TAAR1 antagonist: antagonists of human TAAR1. Q96RJ0. CHO RD-HGA16 TAAR1, Fluo-8 calcium fluorescence, antagonist. inhibition, % at 3 µM. 360,000 tested, 1.5% active. AID 624466;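 active = inhibition above a per-plate cutoff, the mean inhibition of test compounds on that plate plus 3 SD, cut at about 49% in these data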;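 note: 0% = DMSO plus EC80 beta-PEA response and 100% = DMSO alone without agonist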
Target sequence (Q96RJ0 whole entry, looked up): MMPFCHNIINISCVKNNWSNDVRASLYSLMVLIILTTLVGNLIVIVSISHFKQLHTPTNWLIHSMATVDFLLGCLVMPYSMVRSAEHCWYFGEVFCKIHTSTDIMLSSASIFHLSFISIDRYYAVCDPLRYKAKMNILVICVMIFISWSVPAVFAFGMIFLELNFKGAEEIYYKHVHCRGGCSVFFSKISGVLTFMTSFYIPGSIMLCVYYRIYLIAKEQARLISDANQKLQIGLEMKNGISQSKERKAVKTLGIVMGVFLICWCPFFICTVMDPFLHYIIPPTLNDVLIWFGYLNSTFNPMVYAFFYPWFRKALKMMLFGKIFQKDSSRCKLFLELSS
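Test system: RD-HGA16 CHO cells with stable hTAAR1 and Gα16 / Probe or stimulus: EC80 β-phenethylamine stimulus / Times: seeding 17-24 h prior, 75-min 37 °C, 30-min RT dye loading / Detection: Fluo-8 calcium-sensitive fluorescence / Read-out basis: % inhibition scaled between DMSO and EC80 PEA controls / Repeats: singlicate, one well per test compound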
M1 ag: agonists of human M1 muscarinic receptor. CHO-K1 hM1, Fluo-8 calcium fluorescence, agonist mode; 0% DMSO, 100% acetylcholine EC100. activation, % at 3 µM. P11229. 360,000 tested, 0.33% active;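 active = activation above the run's mean compound activation plus 3 SD, cut at about 16% in these data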;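 note: peak over basal fluorescence ratio within a 140 s kinetic read after compound addition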
Target sequence (P11229 whole entry, looked up): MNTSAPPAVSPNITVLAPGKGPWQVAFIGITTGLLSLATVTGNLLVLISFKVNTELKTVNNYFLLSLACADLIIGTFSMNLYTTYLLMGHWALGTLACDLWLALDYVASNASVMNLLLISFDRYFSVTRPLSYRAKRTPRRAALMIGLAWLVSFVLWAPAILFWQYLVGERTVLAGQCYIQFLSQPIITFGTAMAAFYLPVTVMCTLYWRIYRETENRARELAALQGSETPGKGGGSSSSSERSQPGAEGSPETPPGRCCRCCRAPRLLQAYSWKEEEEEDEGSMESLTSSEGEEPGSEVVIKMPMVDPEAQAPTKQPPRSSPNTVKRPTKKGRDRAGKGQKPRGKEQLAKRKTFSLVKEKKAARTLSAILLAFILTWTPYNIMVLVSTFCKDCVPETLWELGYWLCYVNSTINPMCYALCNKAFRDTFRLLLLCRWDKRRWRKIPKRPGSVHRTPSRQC
CHO-K1 Ca antag: M1 antagonist counterscreen hit in parental CHO-K1 cells | 360,000 tested, 0.6% active | inhibition, % at 3 µM | ATP-induced calcium, Fluo-8 fluorescence | AID 602250;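 active = inhibition above a per-plate cutoff, the plate's mean sample inhibition plus 3 SD, cut at about 24% in these data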;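 note: 0% = DMSO plus EC80 ATP and 100% = DMSO alone without ATP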
CHRM1 antagonist: human CHRM1 antagonism | P11229 | CHO-K1 hM1, Fluo-8 calcium fluorescence, ACh EC80 antagonist | inhibition, % at 3 µM | 360,000 tested, 1.3% active;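 active = percent inhibition above its own plate's cutoff, namely the mean of that plate's compound wells plus 3 SD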;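 note: peak over basal fluorescence ratio during 140 s after agonist addition; 0% = ACh EC80 plus DMSO and 100% = DMSO alone without agonist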
TAAR1 ag: agonists of human TAAR1. Q96RJ0. CHO RD-HGA16 TAAR1, Fluo-8 calcium fluorescence; vehicle wells 0%, saturating PEA agonist 100%. 360,000 tested, 0.99% active. activation, % at 3 µM;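 active = activation above the mean activation of all test compounds in the run plus 3 SD, cut at about 38% in these data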
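test system = CHO RD-HGA16 cells carrying human TAAR1 plus Gα16 | schedule = 17-24 h seeding, 75 min 37 °C dye, 30 min RT | compound dosing = 3 µM single concentration | control set = DMSO and PEA EC100 | replicates = n 1 | signal = Fluo-8 fluorescence, 5 s baseline then 140 s kinetic read | measure = percent activation vs PEA EC100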
OXTR potentiate: potentiators of human oxytocin receptor. P30559. 320,000 tested, 0.061% active. AID 2445. activation, % at 3 µM. CHO-OTR cells, Fluo-8 calcium fluorescence, potentiator mode; 0% = oxytocin EC15, 100% = EC100;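 active = activation above that plate's cutoff, the mean activation of tested compounds plus 3 SD, cut at about 6.6% in these data, passing the limit was not always enough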;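 note: 100% uses oxytocin at 75 nM as the full agonist control; some results filed as inactive read as strong as hits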
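Material: human OTR in CHO cells. Compound: 3.0 µM, one dose. Timing: compound 6 min at room temperature before oxytocin, 100 s read. Evaluation: % activation of max/min ratio relative to oxytocin controls. Replication: single well per compound, singlicate. Signal: Fluo-8 calcium dye fluorescence.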
CHO-K1 Ca PAM: counter-screen for M1 PAMs: effect in parental CHO-K1 cells | ATP EC20, Fluo-8 calcium fluorescence; 0% at ATP EC20, 100% at ATP max | 360,000 tested, 0.02% active | AID 602247 | activation, % at 3 µM;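 active = activation above the run cutoff, the mean activation of all test compounds plus 3 SD, cut at about 40% in these data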;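 note: peak over basal fluorescence ratio in a 140 s read after ATP addition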
The depositor's hits bear a star; x = no result given.

(1) O=C(c1ccc2c3c(cccc13)CC2)C1CCCN(Cc2ccccn2)C1 (configuration not stated)
(2) COc1ccc(CC(=O)N/N=C/C=C/c2cccc([N+](=O)[O-])c2)cc1OC
(3) Cc1ccc(-c2csc3nc(CSc4nnc(-c5ccc(Cl)cc5)n4C)[nH]c(=O)c23)cc1
(4) COc1ccccc1N1CC(C(=O)OCC(=O)c2c(N)n(C)c(=O)n(C)c2=O)CC1=O (configuration not stated)
(5) O=C(N/N=C/c1ccc(Cl)cc1Cl)c1cccc(F)c1
(6) CC[C@H](C)[C@H](NC(N)=O)C(=O)Nc1ccc(C)cc1
(7) COc1cccc(NC(=O)COC(=O)c2c3c(nc4ccccc24)CCC(C)C3)c1 (configuration not stated)
(8) O=C(O)CNC(=O)C1COc2ccccc2O1 (configuration not stated)
(9) CCS(=O)(=O)Nc1cccc(-c2cn3c(n2)SCC3)c1
(10) CCCCCCn1c(=O)n2n(c1=O)C[C@]1(OC(=O)NCc3ccccc3F)CN(S(=O)(=O)c3ccc(C)cc3)C[C@]1(O)C2

Assay by compound,1,2,3,4,5,6,7,8,9,10
M1 ag parental,2.9,0.9,-0.4,-0.1,1.6,1.0,3.3,0.2,1.0,1.0
CHO parental Ca,-27,-16,-32,x,-31,-9,-4,6,-1,x
TAAR1 antagonist,-15,-12,-15,-12,15,-1,45,0,14,-7
M1 ag,-7,-1,-12,-1,-3,-9,-3,-3,-1,-4
CHO-K1 Ca antag,-14,2,-4,-11,-15,4,8,-10,-14,-24
CHRM1 antagonist,9,-12,-12,-13,-9,-10,48*,-4,-6,-13
TAAR1 ag,1,6,0,2,5,3,10,1,0,2
OXTR potentiate,-3,0,-1,x,-5,0,-6,-3,-1,x
CHO-K1 Ca PAM,28,-11,3,18,-1,13,10,17,6,22

(11) Cc1ccc(C(=O)c2nc(C(=O)NCCO)nc3ccccc23)cc1
(12) CCc1ccc(N(C(=O)c2csnn2)C(C(=O)NC(C)(C)C)c2ccncc2)cc1 (configuration not stated)
(13) Nc1[nH]c(C(=O)c2ccccc2)c(-c2ccc(Cl)cc2Cl)c1C(=O)c1ccc(Br)cc1
(14) COc1ccc(CNC(=O)C2CCN(S(=O)(=O)c3cccc(C(F)(F)F)c3)CC2)cc1
(15) CCc1ccc(OCC(=O)N/N=C(\C)c2ccc3c(c2)OCCO3)cc1
(16) Cc1ccc(C(=O)NCC(=O)OCC(=O)c2c(N)n(C)c(=O)n(C)c2=O)s1
(17) COc1cccc(N2CCN(C(=O)C3CCCN(c4ncnc5c4nc4n5CCCCC4)C3)CC2)c1 (configuration not stated)
(18) COc1cc(NC(=O)C(C)Oc2ccccc2)cc(OC)c1 (configuration not stated)
(19) CC1(C)CC(=O)C=C(Nc2ccc(Br)cc2F)C1
(20) COCCNC(=O)CNC(=S)N(Cc1ccccc1)Cc1cccnc1

Assay by compound,11,12,13,14,15,16,17,18,19,20
M1 ag parental,-0.1,1.3,0.6,-0.3,0.3,0.1,8.7,0.6,0.6,1.4
CHO parental Ca,-9,2,x,x,-5,-1,-39,-10,-11,-3
TAAR1 antagonist,9,-3,-6,-12,-9,-5,55*,-1,-2,-1
M1 ag,-5,0,x,4,-8,-3,-1,-4,-5,-10
CHO-K1 Ca antag,-6,-9,-19,12,-10,-3,3,-3,4,0
CHRM1 antagonist,-2,2,x,4,-4,-8,21,0,-3,-8
TAAR1 ag,11,13,1,2,2,3,22,4,-1,-3
OXTR potentiate,-4,-10,x,x,-9,-3,-6,-9,-4,4
CHO-K1 Ca PAM,1,9,14,-20,16,12,7,15,-9,20

(21) NC(=O)C1CNc2ccccc2O1 (configuration not stated)
(22) CCC(C)c1ccccc1N1CC(C(=O)N2CCN(S(=O)(=O)c3ccccc3Br)CC2)CC1=O (configuration not stated)
(23) Nc1ccc(C(=O)NC2CCSc3ccccc32)cc1[N+](=O)[O-] (configuration not stated)
(24) O=C(CCN1C(=O)C2CC=CCC2C1=O)OCC(=O)c1ccc(F)cc1 (configuration not stated)
(25) COc1ccc(NC2CCCN(C(=O)c3ccc(OC)cc3OC)C2)cc1 (configuration not stated)
(26) CCc1ccc(NC(=O)c2noc3c2CCc2ccccc2-3)cc1
(27) O=C(O)C(Cc1ccccc1)NC(=O)C(Cc1ccccc1)NC(=O)C12CC3CC(CC(C3)C1)C2 (configuration not stated)
(28) COc1ccc(CCC(=O)N(C)CC(=O)Nc2ccc(N3CCOCC3)cc2)cc1
(29) NS(=O)(=O)c1ccc(CCNC(=O)CN2CCN(c3cccc(Cl)c3)CC2)cc1
(30) COc1cccc(NC(=S)NC(=O)c2cccnc2)c1

Assay by compound,21,22,23,24,25,26,27,28,29,30
M1 ag parental,0.0,2.2,0.3,0.3,0.1,0.5,-0.2,0.2,7.3,2.7
CHO parental Ca,-5,-13,-4,-16,-11,-9,-5,-8,-10,-14
TAAR1 antagonist,-14,29,-14,4,-11,22,-13,-7,-21,4
M1 ag,0,-6,-6,-4,5,0,-1,-4,-7,-2
CHO-K1 Ca antag,-8,-3,16,11,-2,-5,-2,11,-3,-6
CHRM1 antagonist,-10,-3,-10,-3,-3,-2,-14,-4,-2,-10
TAAR1 ag,4,11,0,4,1,18,3,2,2,1
OXTR potentiate,-3,-6,-8,-8,-2,-2,-8,-12,-9,-8
CHO-K1 Ca PAM,17,0,-29,-12,11,5,9,-19,13,22

Reformatted with each value named: entries from further up.
#21 NC(=O)C1CNc2ccccc2O1 (configuration not stated)
  M1 ag parental = 0.0
  CHO parental Ca = -5
  TAAR1 antagonist = -14
  M1 ag = 0
  CHO-K1 Ca antag = -8
  CHRM1 antagonist = -10
  TAAR1 ag = 4
  OXTR potentiate = -3
  CHO-K1 Ca PAM = 17
#22 CCC(C)c1ccccc1N1CC(C(=O)N2CCN(S(=O)(=O)c3ccccc3Br)CC2)CC1=O (configuration not stated)
  M1 ag parental = 2.2
  CHO parental Ca = -13
  TAAR1 antagonist = 29
  M1 ag = -6
  CHO-K1 Ca antag = -3
  CHRM1 antagonist = -3
  TAAR1 ag = 11
  OXTR potentiate = -6
  CHO-K1 Ca PAM = 0
#23 Nc1ccc(C(=O)NC2CCSc3ccccc32)cc1[N+](=O)[O-] (configuration not stated)
  M1 ag parental = 0.3
  CHO parental Ca = -4
  TAAR1 antagonist = -14
  M1 ag = -6
  CHO-K1 Ca antag = 16
  CHRM1 antagonist = -10
  TAAR1 ag = 0
  OXTR potentiate = -8
  CHO-K1 Ca PAM = -29

The listing continues:
(31) CCN(c1ccccc1)S(=O)(=O)c1ccc(Cl)c(C(=O)OCC(=O)NC(=O)C(C)C)c1
(32) CC1CN(C(=O)C(C)Sc2nc3ccccc3s2)CC(C)O1 (configuration not stated)
(33) CC1=NN(C(=O)c2ccccc2Br)C(O)(c2ccc(Cl)cc2)C1 (configuration not stated)
(34) CCc1ccc(Nc2n[n+](-c3ccccc3)c(-c3cc(OC)c(OC)cc3Br)s2)cc1
(35) Nc1o[nH]c(=O)c1Cc1ccccc1
(36) Clc1ccc(OCc2nnc(SCc3nc4ccccc4[nH]3)n2Cc2ccco2)cc1
(37) COc1cc(OC)c(-c2nn3c(-c4ccco4)nnc3s2)cc1OC
(38) COc1cccc(N/N=C(\C#N)S(=O)(=O)C(C)(C)C)c1
(39) Nc1nc(NC(=O)c2cccc(S(=O)(=O)N3CCCCCC3)c2)nc(-c2ccccc2)n1
(40) CC(=O)N1c2ccccc2NC2=C(C(=O)CC(C)(C)C2)C1c1cccn1C (configuration not stated)

Assay by compound,31,32,33,34,35,36,37,38,39,40
M1 ag parental,1.1,0.1,0.1,-0.2,0.0,0.3,4.4,1.4,1.9,0.2
CHO parental Ca,-10,-11,x,-13,x,-17,x,-8,-15,4
TAAR1 antagonist,9,-5,-27,7,6,50*,19,-10,-1,5
M1 ag,-5,-2,-3,-8,-2,-2,-3,-2,-3,-4
CHO-K1 Ca antag,-4,-2,-3,-11,-14,1,-11,12,-4,-6
CHRM1 antagonist,19,-18,1,4,0,-12,-1,11,1,0
TAAR1 ag,2,15,0,15,1,7,4,8,-1,0
OXTR potentiate,-16,-7,x,-11,x,-12,x,-19,-8,2
CHO-K1 Ca PAM,9,13,15,-9,-23,9,12,-5,20,-7

(41) CCc1nc2ccc(C(=O)Nc3ccc(OC)c(OC)c3)cn2c1N(CC)Cc1ccc(OC)c(OC)c1
(42) NC(=O)CSc1nnc(-c2ccc3c(c2)OCO3)o1
(43) O=C(COC(=O)C(CO)NS(=O)(=O)c1ccc(Br)cc1)Nc1ccc2c(c1)OCCO2 (configuration not stated)
(44) O=C1CC(NCc2ccc3c(c2)OCO3)C(=O)N1Cc1ccc2c(c1)OCO2 (configuration not stated)
(45) CCN(CC)C(=O)c1ccc2c(=O)n(Cc3ccc4c(c3)OCO4)c(=S)[nH]c2c1
(46) COc1ccccc1-c1c(C(F)(F)F)oc2cc(OC(=O)c3ccccc3[N+](=O)[O-])ccc2c1=O
(47) O=c1[nH]cncc1OCc1ccccc1
(48) CCOc1cc(C2NC(=S)NC(C)=C2C(=O)Nc2ccc(OC)cc2)ccc1O (configuration not stated)
(49) COc1cc(C(=O)Nc2ccc(N3CCOCC3)cc2)ccc1OCc1c(C)noc1C
(50) COc1cccc(C(=O)Nc2cccc(C(=O)NCC(C)C)c2)c1
(51) COc1ccc2oc(=N)c(C(=O)Nc3ccc(Cl)cc3)cc2c1
(52) Cn1c(SCC(=O)Nc2ncc(C(F)(F)F)cc2Cl)nnc1-c1ccc(Cl)cc1
(53) Cc1onc(-c2ccccc2Cl)c1C(=O)NC(=S)Nc1ccc(C(C)(C)C)cc1

Assay by compound,41,42,43,44,45,46,47,48,49,50,51,52,53
M1 ag parental,1.8,-0.5,0.3,0.1,-0.5,0.7,1.9,-0.2,0.9,1.2,0.1,-0.6,0.4
CHO parental Ca,x,-4,-3,-6,-12,-3,x,-7,-12,-16,-1,-17,-32
TAAR1 antagonist,-8,-11,-4,7,16,-3,-29,10,-6,8,-3,1,-54
M1 ag,-7,-2,-6,-3,-3,-3,-1,-3,-6,-2,-2,-7,-1
CHO-K1 Ca antag,3,1,-11,10,-7,-5,-16,5,-3,-3,-13,12,-11
CHRM1 antagonist,-2,-3,-7,6,-9,12,-11,7,3,-2,-18,-6,-10
TAAR1 ag,2,1,4,3,6,3,1,-1,0,0,6,-3,1
OXTR potentiate,x,-12,-6,-14,0,-8,x,5,-1,9,-4,-4,-11
CHO-K1 Ca PAM,-10,-6,6,-4,-1,0,23,-7,4,22,16,-3,-10
